High-throughput results as filed in PubChem BioAssay.
ELG1 repair inh = qHTS screen for small molecules that inhibit ELG1-dependent DNA repair in human embryonic kidney (HEK293T) cells expressing luciferase-tagged ELG1. HEK293T ELG1-luciferase reporter, luminescence, 16 h; DNA damage induced by 5-fluorouridine. Potency, µM (highest dose often 46.1 µM), for the others: top-dose activity change, negative = inhibition, usual class: inhibitors. 330,000 tested, 2.3% active; further: potency means the concentration at half of the fitted maximal effect; on the % scale 0 is the no-effect control and ±100 the full control effect; nearly all actives have a fitted effect of over 55% in size
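DMSO vehicle served as the neutral condition. Each well held 2,000 cells given 5-fluorouridine plus compound; after 16 hr at 37 °C/5% CO2, ONE-Glo was added and luciferase measured 30 min later.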
ELG1 genotox = qHTS screen for small molecules that induce genotoxicity in human embryonic kidney (HEK293T) cells expressing luciferase-tagged ELG1; HEK293T ELG1-luciferase reporter, luminescence, 16 h; 330,000 tested, 1.3% active; Potency, µM (titrated, usually from 46 µM), without a hit: top-dose activity change, positive = activation, hits mostly activators; AID 504466, 2011; further: potency means the concentration at half of the fitted maximal effect; % of control where 0% means no effect; nearly all actives have a fitted effect of over 60% in size
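Step 1: seed 2,000 HEK293T ELG1-luciferase cells per well. Step 2: add compound or DMSO, incubate 16 hr at 37 °C. Step 3: ONE-Glo, 30 min at room temperature, read luminescence.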
BRCA1 expr up = qHTS Assay to Identify Small Molecule Activators of BRCA1 Expression; MCF7-BRCA1-FFLuc reporter, luminescence, 48 h; response scale: scaled: vehicle 0%, 10 µM genistein 100%; Potency, µM (series often up to 46.1 µM), without a hit: top-dose activation, hits mostly activators; 380,000 tested, 1.1% active; AID 624202, 2012; further: potency means the concentration at half of the fitted maximal effect; nearly all actives have a fitted effect of over 80% in size; some results filed as inactive show a strong effect at the top dose
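MCF7-BRCA1-FFLuc cells, 2000/well in phenol-red-free MEM, attached 2 h then treated 48 h at 37 C. Luciferase luminescence read 15 min after reagent; normalized to genistein maximum activation (10microM) and DMSO, concentration-response fitted.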
NPC1 prom act = qHTS Assay for NPC1 Promoter Activators; Huh7 NPC1 promoter luciferase reporter, 24 h; Potency, µM (series often up to 9.22 µM), for the others: top-dose activation, usual class: activators; 320,000 tested, 2.4% active;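 further: potency means the concentration at half of the fitted maximal effect; % of control where 0% means no effect; nearly all actives have a fitted effect of over 60% in size; reporter is driven by a mutant NPC1 promoter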
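Huh7 reporter cells (NPC1 promoter driving luciferase) are dosed with compound for 24 h at 37 °C, 5% CO2; luciferase detection reagent is then added and luminescence measured after 10 min at ambient temperature.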
TRPV1 ag = HTS Assay for Compounds that Act as Agonists of the Vanilloid Receptor 1 | Transient receptor potential cation channel subfamily V member 1 (Homo sapiens), Q8NER1 | TRPV1-expressing cells, Fluo-8 calcium influx, agonist mode | activation, % at 8.33 µM | 320,000 tested, 0.19% active | AID 540275, 2011; in the data active means activation above about 80%; inconclusive means between about 30% and that limit; further: 0% is about no effect
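Cells expressing TRPV1 were dye-loaded with Fluo-8 and read kinetically: 10 s baseline, 3 min after compound (agonist portion), then 2 min after EC20 capsaicin (allosteric enhancer portion). Calcium-bound dye fluorescence at 480/520 nm.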
Tb PFK inh = qHTS Assay to Find Inhibitors of T. brucei phosphofructokinase | ATP-dependent 6-phosphofructokinase (Trypanosoma brucei brucei), O15648 | T. brucei PFK, ADP-Glo luminescence | Potency, µM (doses to about 57.5 µM), for inactives: at the top dose activity, negative = inhibition, hits mostly inhibitors | 330,000 tested, 0.17% active;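 further: potency means the concentration at half of the fitted maximal effect; 0% = uninhibited 1x PFK enzyme wells and -100% = no-enzyme wells; nearly all actives have a fitted effect of over 60% in size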
Target sequence (O15648 whole entry, looked up): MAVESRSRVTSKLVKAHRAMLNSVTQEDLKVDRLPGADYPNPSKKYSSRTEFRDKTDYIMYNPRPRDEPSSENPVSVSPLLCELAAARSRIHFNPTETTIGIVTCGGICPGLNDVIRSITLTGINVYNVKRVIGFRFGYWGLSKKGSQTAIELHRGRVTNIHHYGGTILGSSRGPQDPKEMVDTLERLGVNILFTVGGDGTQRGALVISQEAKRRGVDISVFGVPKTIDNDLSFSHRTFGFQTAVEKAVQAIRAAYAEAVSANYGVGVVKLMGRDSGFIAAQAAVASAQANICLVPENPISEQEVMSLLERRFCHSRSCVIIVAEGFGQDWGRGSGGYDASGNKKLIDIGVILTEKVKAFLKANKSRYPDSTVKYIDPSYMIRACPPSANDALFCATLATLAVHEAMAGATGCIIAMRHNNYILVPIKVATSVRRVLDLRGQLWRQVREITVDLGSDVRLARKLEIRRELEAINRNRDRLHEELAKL
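1.25 nM PFK with 0.5 mM F6P and 0.1 mM ATP in 0.1 M TEA pH 8.0, 5 mM MgCl2, incubated 45 min at room temperature; ADP measured by ADP-Glo luminescence; compounds titrated up to 57 uM.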
FLuc counter = qHTS profiling assay for firefly luciferase inhibitor/activator using purifed enzyme and Km concentrations of substrates (counterscreen for miR-21 project) | Potency, µM (highest dose often 57.5 µM), for inactives: at the highest dose activity change, negative = inhibition, most hits filed as inhibitors | purified FLuc, Km substrates, luminescence inhibition | Luciferin 4-monooxygenase (Photinus pyralis), P08659 | 360,000 tested, 6.9% active;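 further: potency means the concentration at half of the fitted maximal effect; plate controls were vehicle for no effect and reference inhibitor for full effect; nearly all actives have a fitted effect of over 55% in size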
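Purified P. pyralis luciferase, 10 nM final, with Km-level 10 uM D-luciferin and 10 uM ATP in 50 mM Tris acetate pH 7.5, 10 mM Mg acetate, 0.01% Tween-20, 0.05% BSA; 6-point qHTS titration about 60 µM downward; luminescence read.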
RORgamma inh = qHTS for inhibitors of ROR gamma transcriptional activity; Nuclear receptor ROR-gamma (Mus musculus), P51450; Drosophila S2 Gal4-RORgamma UAS-luciferase reporter, 20 h; Potency, µM (highest dose often 53.6 µM), without a hit: at the top dose activity change, negative = inhibition, actives largely listed as inhibitors; 310,000 tested, 5.4% active; further: potency means the concentration at half of the fitted maximal effect; on the % scale 0 is the no-effect control and ±100 the full control effect; nearly all actives have a fitted effect of over 60% in size
Target sequence (P51450 whole entry, looked up, the tested form may be a part): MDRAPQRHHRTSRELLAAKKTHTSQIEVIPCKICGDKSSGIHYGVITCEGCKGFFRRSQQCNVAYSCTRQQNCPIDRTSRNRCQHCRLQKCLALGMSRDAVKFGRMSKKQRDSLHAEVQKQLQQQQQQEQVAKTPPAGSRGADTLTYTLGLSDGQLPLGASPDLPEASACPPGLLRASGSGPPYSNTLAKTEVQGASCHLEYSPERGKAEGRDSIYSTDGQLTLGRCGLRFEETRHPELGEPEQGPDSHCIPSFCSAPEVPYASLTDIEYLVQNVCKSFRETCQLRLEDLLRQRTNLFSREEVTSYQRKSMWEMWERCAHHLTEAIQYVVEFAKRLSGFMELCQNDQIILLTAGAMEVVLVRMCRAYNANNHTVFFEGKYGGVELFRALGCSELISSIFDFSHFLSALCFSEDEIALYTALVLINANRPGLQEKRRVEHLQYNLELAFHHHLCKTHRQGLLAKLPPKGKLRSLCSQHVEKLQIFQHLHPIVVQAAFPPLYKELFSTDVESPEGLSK
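Drosophila S2 cells stably expressing Gal4-DBD/mouse RORγ fusion under metallothionein promoter plus UAS-luciferase; compound 1 h, then 700 uM CuSO4 induction for 20 h at ambient temperature; inhibition read as reduced luminescence.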
Rab9 prom act = qHTS Assay for Rab9 Promoter Activators; Huh7 Rab9 promoter-luciferase reporter, luminescence, 24 h; Potency, µM (series often up to 9.22 µM), for the others: at the top dose activation, negative = inhibition, usual class: activators; 320,000 tested, 2.8% active; further: potency means the concentration at half of the fitted maximal effect; % of control where 0% means no effect; nearly all actives have a fitted effect of over 60% in size
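Cell-based reporter: Huh7 stable for Rab9 promoter-driven luciferase, plated in reduced-serum medium with 10% FBS at 1500 cells/well, compound-treated 24 h at 37 °C, luminescence read after 10 min reagent.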
VP16 counter = VP16 counterscreen qHTS for inhibitors of ROR gamma transcriptional activity | Drosophila S2 Gal4-VP16 UAS-luciferase, luminescence, 20 h | Potency, µM (series often up to 53.6 µM), for the others: at the top dose activity, negative = inhibition, most hits filed as inhibitors | 310,000 tested, 3.5% active | AID 2546, 2010;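 further: Gal4-VP16 expression switched on by copper sulfate through the metallothionein promoter; potency means the concentration at half of the fitted maximal effect; on the % scale 0 is the no-effect control and ±100 the full control effect; nearly all actives have a fitted effect of over 50% in size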
p53 reactivator = qHTS assay for re-activators of p53 using a Luc reporter; 320,000 tested, 0.063% active; AID 504706, 2011; H1299 p53-A138V BP100-luciferase reporter, luminescence, 24 h; Potency, µM (highest dose often 92.2 µM), for inactives: top-dose activity change, positive = activation, actives largely listed as activators; further: potency means the concentration at half of the fitted maximal effect; % of control where 0% means no effect; nearly all actives have a fitted effect of over 45% in size
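p53-null H1299 cells stably carrying temperature-sensitive p53-A138V and a BP100-luciferase reporter were pinned with compounds (4-point, 1:5 series) and held 24 hrs at 37 deg C. Luminescence was read 10 min after detection reagent.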
Numbers without * were called inactive; ? = inconclusive; · = not tested or not shown; [ ] = remark or other dose. Unless noted, the call rests on the fitted dose curve; in most records, active means well fitted curve in the direction sought with a large enough effect; inconclusive means small, poorly fitted or top-dose-only effect, or another doubt; inactive means no such curve, though single readings can be large; an effect the other way counts as inactive or inconclusive.

Molecule,ELG1 repair inh,ELG1 genotox,BRCA1 expr up,NPC1 prom act,TRPV1 ag,Tb PFK inh,FLuc counter,RORgamma inh,Rab9 prom act,VP16 counter,p53 reactivator
CCc1cc(=O)oc2c(C)c(OC(C)C(=O)NCC3CCC(C(=O)O)CC3)ccc12 (stereo not given),12%,4%,0%,0%,-2,1%,6%,19%,0%,8%,·
Cc1cccc(N(C(=O)c2csnn2)C(C(=O)NCc2ccccc2)c2ccc(C)o2)c1 (stereo not given),-6%,-2%,-26%,1%,6,2%,-1%,4%,4%,-4%,0%
O=C(/C=C/c1ccc(OCCCF)cc1)NCc1ccc(Cl)c(Cl)c1,-3%,-3%,-18%,-6%,11,-26%,0%,-15%,-1%,-22%,-8%
CCN(CC)Cc1c(O)ccc2c(=O)c(-c3ccccc3OC)coc12,-14%,0%,8%,0%,1,1%,-1%,2%[1.91 µM],2%,-5%,?
Clc1ccccc1Nc1ncnc2c1nnn2Cc1ccccc1,-1%,-3%,6%,1%,?,-5%,-11%,?,3%,1%,2%
CCOC(=O)C(C)Oc1cccc2c(=O)n(CC(=O)Nc3ccc(OCC)cc3)ccc12 (stereo not given),13%,10%,1%,0%,5,0%,0%,7%,-6%,-7%,3%
O=[N+]([O-])c1cc(C(F)(F)F)ccc1N1CCN(CCO)CC1,7%,-1%,-10%,-3%,5,7%,2%,10%,1%,-1%,6%
CCOc1ccc(CN(Cc2ccco2)S(=O)(=O)c2ccc(-n3cnnn3)c(OC)c2)cc1,?,-7%,-69%,-5%,2,5%,6%,-24%,0%,0%,-1%
CCOC(=O)C1CCN(C(=O)Nc2ccc(Cl)cc2Cl)CC1,?,2%,4%,0%,1,0%,?,10%,2%,1%,10%
Cc1nc(-c2ccccc2)c(Cc2ccccc2O)c(=O)[nH]1,-2%,-5%,-28%,-5%,1,6%,3%,14%,0%,-2%,-4%
Cc1oc2c(CN3CCC(C)CC3)c(O)ccc2c(=O)c1-c1ccccc1,2%,-1%,-33%,-4%,0,0%,1%,-2%,-1%,-2%,-2%
Cc1ccnc(NC2(C(F)(F)F)N=C3SCCN3C2=O)c1 (stereo not given),2%,0%,-4%,-2%,3,0%,0%,-12%,-9%,-4%,12%
CC/C(Cc1ccccc1)=N/NC(=O)CCn1nnc2ccccc21,5%,7%,0%,-7%,1,16%,2%,-3%,8%,2%,0%
Cc1c([C@@H]2C[C@H]3CN(Cc4cccc(Cl)c4)C(=O)[C@]34CCCN24)cnn1C,?,-4%,-19%,-9%,6,6%,?,4%,-3%,-18%,-3%
CC(=O)Nc1ccc(N2CCN(Cc3ccccc3F)CC2)cc1,-3%,1%,14%,9%,-4,-7%,6%,-1%,-3%,-2%,-24%
Cc1nc2c(o1)CCc1ccccc1C2O (stereo not given),6%,-1%,1%,1%,-4,-6%,1%,-13%,-2%,18%,-2%
O=C(c1ccc(NC(=S)NCc2ccco2)cc1)N1CCCCC1,-5%,-1%,-4%,-3%,0,0%,-2%,25%,0%,16%,2%
O=C(O)CSc1ccccn1,-2%,2%,-47%,1%,0,-2%,1%,?,8%,3%,-1%
COc1ccc(N2CC(C)Cn3c2nc2c3c(=O)[nH]c(=O)n2C)cc1 (stereo not given),1%,-3%,-14%,-1%,6,4%,5%,-4%,-7%,0%,0%
Cc1ccc(S(=O)(=O)N2CCOCC2)cc1NC(=O)CSc1cccc[n+]1[O-],17%,3%,15%,2%,1,-7%,2%,-14%,-2%,-4%,1%
Cc1sc2ncn(/N=C/c3ccco3)c(=O)c2c1C,29%,?,84%,27%,6,4%,11µM*,18%,?,8%,6%
Cc1ccc(S(=O)(=O)N2CC(=O)NC(=O)C2)cc1,18%,1%,-15%,-3%,-3,-21%,-3%,-34%,0%,-11%,1%
N#C/C(=N\Nc1ccc(Br)cc1)C(=N)N1CCOCC1,?,?,10µM*,3.5µM*,?,?,?,3%,4µM*,-4%,16%
O=C(CCS(=O)(=O)c1cccc2nsnc12)NC1CCCCC1,-1%,2%,2%,-3%,-1,-9%,3%,-28%,11%,11%,4%
Cc1ccc2nc(Nc3ccc(F)cc3)c3nncn3c2c1,17%,8%,-14%,2%,2,2%,-1%,?,-1%,-5%,1%
COC(=O)c1cccc(NC(=S)NCc2ccc(F)cc2)c1,-9%,-4%,16%,10%,?,-9%,4%,10µM*,-6%,?,-5%
N/C(=N\O)c1ccc([N+](=O)[O-])s1,?,2%,0%,-4%,-2,-7%,7%,1%,2%,7%,0%
CCn1c(=O)c2c(n3c(=S)[nH]nc13)-c1ccccc1CC21CCCCC1,-8%,5%,-10%,-5%,4,-12%,15µM*,2.8µM*,2%,-13%,9%
COc1ccc(CCNC(=O)c2ccccc2)cc1,?,8%,65%,26%,?,-4%,?,23%,27%,8%,18%
O=C(CSc1ccc(-c2cccnc2)nn1)Nc1ccccc1F,-1%,-10%,-11%,3%,-4,-22%,-7%,-13%,-4%,2%,21%
COC(=O)c1cnn(-c2ccc(C(=O)Nc3cccc(C(C)=O)c3)cc2)c1N,·,·,·,1%,26,-3%,2%,·,-3%,·,·
O=C(NCc1ccccc1)c1ccc2nc(N3CCOCC3)sc2c1,7%,9%,0%,1%,6,1%,?,22%,20%,-7%,2%
CCCNC(=S)N1CCC(NC(=O)Nc2ccc(C)cc2)CC1,-4%,-1%,-14%,0%,0,0%,2%,0%,5%,1%,-2%
Cc1cccc(Nc2nc(NC(C)C)nc(Oc3ccc(=O)n(C)n3)n2)c1,?,9%,-30%,-1%,11,5%,-3%,2%,6%,-1%,-21%
CCN(CC)c1ccc(NC(=O)c2ccc(NC(=O)C3CCCO3)cc2)c(C)c1 (stereo not given),-17%,-8%,-34%,-8%,1,-13%,-8%,37%[0.365 µM],-2%,·,-4%
CN1CCN(C(=S)NC(=O)c2ccc(Br)cc2)CC1,?,2%,1%,2%,1,2%,-2%,0.89µM*,0%,1.1µM*,8%
O=C1CC(N2CCC(c3nc4ccccc4o3)CC2)C(=O)N1 (stereo not given),4%,2%,7%,3%,4,5%,0%,-42%,12%,3%,1%
CCOC(=O)C1CCN(C(=O)/C=C/c2cccs2)CC1,?,13%,?,?,0,-3%,?,7%,?,11%,5%
COc1ccc(CCNC(=O)CCS(=O)(=O)c2cccc3nsnc23)cc1OC,2%,3%,8%,-3%,1,-4%,2%,3%,0%,12%,-2%
Cc1nnc(NC(=O)c2cccc(S(=O)(=O)N3CC(c4ccccc4)CC3=O)c2)s1 (stereo not given),1%,0%,-5%,-2%,-3,1%,-2%,3%,-5%,0%,-2%
Cc1ccc(NC(=O)c2ccc(=O)[nH]c2)cc1S(=O)(=O)N1CCCCC1,11%,1%,-23%,-4%,10,1%,-2%,4%,-4%,0%,-2%
CN(C(=O)COc1ccc(Cl)cc1Br)C1CCCCC1,?,17%,89%,?,9,2%,?,-5%,25%,3%,?
CSC1=NC(=O)/C(=C\c2cccc3ccccc23)S1,0%,6%,-20%,-16%,19,-2%,7.6µM*,17%,-6%,-8%,14%
CCC1CC(C)(C(=O)Nc2ccc(S(N)(=O)=O)cc2)OC1=O (stereo not given),?,2%,-2%,5%,-4,-2%,-3%,0%,-2%,-12%,-1%
Cc1nnc(SCCn2c(N3CCCC(C)C3)nc3c2c(=O)[nH]c(=O)n3C)s1 (stereo not given),-6%,5%,-21%,-1%,0,2%,0%,-7%,0%,1%,-7%
